MrgX1 antag – antagonists of human MrgX1 receptor, primary screen, HEK293 cells, Fluo-4 calcium flux; Mas-related G-protein coupled receptor member X1 (Homo sapiens), Q96LB2; BAM8-22 antagonism; hits give low values; B-score at 10 µM; 310,000 tested, 1.3% active;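 active means calcium-response B-score plate-corrected more than 3 library SD below zero, starting fluorescence within 5 deviations, no agonist response on first addition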;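 further: peak minus trough fluorescence over baseline after final BAM8-22 challenge near maximal dose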
ANO1 activ – TMEM16A chloride channel activators or potentiators, primary screen, cell-based, HTS. B-score at 10 µM. 340,000 tested, 0.3% active. HEK293 TMEM16A/YFP-H148Q/I152L, iodide quench fluorescence; hits give low values;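 active means fluorescence-ratio B-score plate-corrected deviation score at least 3 library SD below zero, with starting fluorescence score within 5 deviations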;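 further: channel opened by trigger with iodide after compound preincubation; score built on the fluorescence ratio of max minus min over baseline; more negative score means more quench and so TMEM16A activation or potentiation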
TRPC4 act – activators of mouse TRPC4 channel, primary screen, Fluo4 calcium, HEK293 TRPC4beta/mu-opioid cells; Short transient receptor potential channel 4 (Mus musculus), Q9QUQ5; B-score at 10 µM; 310,000 tested, 0.49% active; AID 2237, 2010; Fluo4 calcium fluorescence; hits give high values;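 active means B-score above 5 SD of library B-scores, and initial fluorescence ratio not above library mean plus 5 SD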;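 further: positive B-score marks a calcium rise read as TRPC4 activation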
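Incubation: 45 min room-temperature Fluo4 loading, 110 s read / System: HEK293 cells stably co-expressing mouse TRPC4beta and mu-opioid receptor / Signal: Fluo4 fluorescence, kinetic / Control set: buffer (low) and maximal DAMGO (high) / Measure: integrated baseline-normalised fluorescence ratio, converted to per-well B score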
TRPC4 block – inhibitors of mouse TRPC4 channel, primary screen, Fluo4 calcium, HEK293 TRPC4beta/mu-opioid cells; Short transient receptor potential channel 4 (Mus musculus), Q9QUQ5; DAMGO-evoked Fluo4 calcium flux; hits give low values; B-score at 10 µM; 300,000 tested, 0.39% active;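 active means B-score over 3 SD under the library average, no early fluorescence shift, positive overall ratio signal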
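material = TRPC4beta/mu-opioid receptor HEK293 cell line | probe or stimulus = sequential submaximal and maximal DAMGO stimulation | compound dosing = one concentration per compound | measured by = Fluo4 Ca2+ flux fluorescence | evaluation = integrated fluorescence ratio relative to baseline, converted to per-well B score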
MrgX1 PAM – positive allosteric modulators of MrgX1, primary screen, HEK293 cells, Fluo-4 calcium flux | Mas-related G-protein coupled receptor member X1 (Homo sapiens), Q96LB2 | FDSS; hits give high values | B-score at 10 µM | 310,000 tested, 0.63% active | AID 588675, 2011;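 active means plate-corrected calcium response at least 3 library SD above typical, normal starting fluorescence, not activating the receptor alone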;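 further: compound read alongside a low EC10 to EC30 dose of BAM8-22 agonist; peak minus trough fluorescence over baseline measured at the second addition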
SKKanGAS inh – S. pyogenes SKKanGAS growth inhibitors in kanamycin, primary screen, streptokinase expression inhibitor project, SKKanGAS strain, BacTiter-Glo luminescence | 6 h | 300,000 tested, 1.3% active | inhibition, % at 7.5 µM | AID 1662, 2009;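 active means mean replicate score, as percent of positive control median, at least 50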;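 further: strain carries kanamycin resistance gene driven by streptokinase promoter and grows in 40 µg/ml kanamycin; loss of luminescence reflects streptokinase promoter inhibition or plain growth inhibition; 0% = median of DMSO wells and 100% = positive control at its reference dose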
TRPC4 PAM – positive allosteric modulators of TRPC4, primary screen, cell-based, mouse TRPC4beta, HEK293 mu-opioid, Fluo-4 calcium | B-score at 10 µM | AID 2227, 2009 | DAMGO EC20, Fluo-4 Ca2+ flux; hits give high values | Short transient receptor potential channel 4 (Mus musculus), Q9QUQ5 | 310,000 tested, 0.42% active;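 active means B-score of calcium response area above 5 SD of library B-scores, with initial fluorescence ratio within 5 SD of library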;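 further: B-score of integrated fluorescence ratio over time as area under calcium response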
MrgX1 ag – agonists of human MrgX1 receptor, primary screen, HEK293 cells, Fluo-4 calcium flux. Mas-related G-protein coupled receptor member X1 (Homo sapiens), Q96LB2. Fluo-4 calcium fluorescence, agonist mode; hits give high values. B-score at 10 µM. 310,000 tested, 0.44% active;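 active means calcium response B-score plate-corrected fluorescence ratio at least 3 library SD, with starting fluorescence B-score inside 5 SD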
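Material: MrgX1-expressing HEK293 cells / Dosing: compound as first of three additions / Incubation: overnight seeding, then 1 h dark dye loading / Signal: Fluo-4 NW calcium fluorescence / Evaluation: B-scored fluorescence response ratio / Benchmarks: positive and negative control wells on each plate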
ANO1 block – TMEM16A chloride channel inhibitors, primary screen, cell-based, HTS. Anoctamin-1 (Mus musculus), Q8BHY3. normalized B-score (activity score, 25-100; higher = stronger inhibition) at 10 µM. 310,000 tested, 1.2% active. AID 588511, 2011. HEK293 TMEM16A/YFP iodide influx fluorescence, ionomycin;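 active means ratio plate-corrected score three or more library SD toward inhibition, starting fluorescence score within five deviations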;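 further: score derived from kinetic fluorescence span divided by baseline fluorescence per well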
TRPC6 inh – mouse TRPC6 channel inhibitors, primary screen, cell-based, HEK293, membrane potential dye | 310,000 tested, 1.1% active | Short transient receptor potential channel 6 (Mus musculus), Q61143 | B-score at 10 µM | ACh-evoked depolarization; hits give low values;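 active means B-score under library mean minus 3 SD, initial fluorescence not abnormally high, positive integrated signal ratio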;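 further: B-score derived from integrated fluorescence ratio over the kinetic read; more negative B-score means stronger inhibition of depolarization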
Target sequence (Q61143 whole entry, looked up): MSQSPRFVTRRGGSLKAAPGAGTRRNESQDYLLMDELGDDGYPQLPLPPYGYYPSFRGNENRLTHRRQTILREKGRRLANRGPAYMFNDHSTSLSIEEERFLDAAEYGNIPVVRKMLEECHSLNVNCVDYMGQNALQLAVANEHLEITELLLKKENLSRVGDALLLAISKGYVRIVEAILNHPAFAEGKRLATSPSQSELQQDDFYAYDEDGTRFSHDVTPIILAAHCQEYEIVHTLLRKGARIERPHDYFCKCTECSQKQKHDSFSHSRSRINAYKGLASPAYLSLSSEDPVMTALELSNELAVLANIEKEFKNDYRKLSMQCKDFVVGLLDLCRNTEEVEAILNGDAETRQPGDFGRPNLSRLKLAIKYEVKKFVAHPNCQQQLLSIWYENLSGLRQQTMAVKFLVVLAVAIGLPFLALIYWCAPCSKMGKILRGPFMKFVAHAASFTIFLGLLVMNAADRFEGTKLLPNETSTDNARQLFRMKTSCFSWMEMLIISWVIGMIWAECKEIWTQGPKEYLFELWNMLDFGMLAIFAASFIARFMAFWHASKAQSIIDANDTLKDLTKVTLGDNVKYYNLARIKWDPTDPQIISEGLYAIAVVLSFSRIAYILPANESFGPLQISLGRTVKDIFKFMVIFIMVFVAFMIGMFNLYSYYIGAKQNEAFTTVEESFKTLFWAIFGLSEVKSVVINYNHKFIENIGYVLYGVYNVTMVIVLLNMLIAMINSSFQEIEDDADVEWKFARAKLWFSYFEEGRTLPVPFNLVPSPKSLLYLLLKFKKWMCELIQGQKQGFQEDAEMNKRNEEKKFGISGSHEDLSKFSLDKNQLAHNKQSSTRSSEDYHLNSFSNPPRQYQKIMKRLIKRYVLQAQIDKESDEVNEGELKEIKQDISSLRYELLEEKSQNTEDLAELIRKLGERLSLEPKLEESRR
TRPC6 activator – mouse TRPC6 channel activators, primary screen, cell-based, HEK293, membrane potential dye; Short transient receptor potential channel 6 (Mus musculus), Q61143; HEK293-TRPC6 membrane potential dye fluorescence; hits give high values; B-score at 10 µM; 310,000 tested, 0.13% active; AID 2550, 2010;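 active means B-score of the integrated fluorescence ratio above library mean plus 3 SD, and starting fluorescence ratio within library mean plus 5 SD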;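 further: higher score means more depolarization so channel activation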
The depositor's hits bear a star; i = inactive; x = no result given.

The first 2 entries as a preview:
SMILES	MrgX1 antag	ANO1 activ	TRPC4 act	TRPC4 block	MrgX1 PAM	SKKanGAS inh	TRPC4 PAM	MrgX1 ag	ANO1 block	TRPC6 inh	TRPC6 activator
CCOC(=O)N1CCN(CC(O)c2c[nH]c3ccc(OC)cc23)CC1 (configuration not stated)	i	i	i	i	i	5	i	i	i	i	i
OC(CNCC(c1ccc(Cl)cc1Cl)c1c[nH]c2ccccc12)c1ccccc1 (configuration not stated)	i	i	i	i	i	80*	i	i	i	i	i

The whole of this part, repeating the preview:
SMILES	MrgX1 antag	ANO1 activ	TRPC4 act	TRPC4 block	MrgX1 PAM	SKKanGAS inh	TRPC4 PAM	MrgX1 ag	ANO1 block	TRPC6 inh	TRPC6 activator
CCOC(=O)N1CCN(CC(O)c2c[nH]c3ccc(OC)cc23)CC1 (configuration not stated)	i	i	i	i	i	5	i	i	i	i	i
OC(CNCC(c1ccc(Cl)cc1Cl)c1c[nH]c2ccccc12)c1ccccc1 (configuration not stated)	i	i	i	i	i	80*	i	i	i	i	i
O=[N+]([O-])c1nn(-c2ccc(Cl)cc2)n(O)c1=NCc1ccccc1	i	i	i	i	i	2	i	i	i	i	i
Cc1[nH][nH]c(=O)c1C(c1c(C)[nH][nH]c1=O)c1cn(Cc2cccc3ccccc23)c2ccccc12	i	i	x	x	i	x	x	i	i	x	x
COc1ccc(NC(=O)Nc2ccc3c(c2)CCC3)cc1	i	i	i	i	i	-1	i	i	i	i	i

3 compounds out of the list, ordered by SMILES length, highest first:
SMILES	MrgX1 antag	ANO1 activ	TRPC4 act	TRPC4 block	MrgX1 PAM	SKKanGAS inh	TRPC4 PAM	MrgX1 ag	ANO1 block	TRPC6 inh	TRPC6 activator
Cc1[nH][nH]c(=O)c1C(c1c(C)[nH][nH]c1=O)c1cn(Cc2cccc3ccccc23)c2ccccc12	i	i	x	x	i	x	x	i	i	x	x
OC(CNCC(c1ccc(Cl)cc1Cl)c1c[nH]c2ccccc12)c1ccccc1 (configuration not stated)	i	i	i	i	i	80*	i	i	i	i	i
CCOC(=O)N1CCN(CC(O)c2c[nH]c3ccc(OC)cc23)CC1 (configuration not stated)	i	i	i	i	i	5	i	i	i	i	i

Assay outcomes from PubChem.
